Assay outcomes: PubChem BioAssay, several laboratories
NR5A2 inv ag: inverse agonists of human LRH-1 (NR5A2); inhibition, % at 3.6 µM; AID 602396; O00482; HEK293T StAR-luciferase reporter, LRH-1 transfected, 24 h; 360,000 compounds, 0.13% hits;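 active means inhibition above the mean inhibition of all tested compounds plus 3 SD, cut at about 73% in these data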;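 further: 0% = DMSO wells and 100% = reporter-only cells lacking LRH-1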
SRC1 inh: inhibits human SRC1 coactivator; AID 588354; HEK293 GAL4-SRC1 luciferase reporter, luminescence; Q15788; inhibition, % at 3.6 µM; 360,000 compounds, 0.12% hits;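 active means inhibition above the campaign mean plus 3 SD, with each screening campaign given its own cutoff, cut at about 60% in these data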;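 further: 0% = DMSO treated cells and 100% = gossypol at 36 µM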
KKLEB cytotox: counter-screen for CF NF-kB inhibitors: cytotoxicity. KKLEB CF airway cells viability, ATPlite luminescence, overnight; active compounds read low; cells stimulated with P. aeruginosa culture filtrate. activity change (cytotoxicity), % at 5 µM. 360,000 compounds, 0.36% hits;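 active means corrected activity change at or below -50% at 5 µM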
LMP1 NFkB inh: inhibitors of Epstein-Barr LMP1-induced NF-kappaB reporter; AID 504558; 350,000 compounds, 0.69% hits; LMP1-induced NF-kappaB luciferase reporter cells, luminescence; inhibition, % at 12.5 µM; in the data active means inhibition above about 41%;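 further: 0% = neutral control wells and 100% = reference inhibitor control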
NCOA3 inh: inhibits human SRC3 coactivator. Q9Y6Q9. HEK293 GAL4-SRC3 luciferase reporter, luminescence. inhibition, % at 3.6 µM. 360,000 compounds, 0.17% hits;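 active means inhibition above a per-campaign cutoff, the mean of all compounds plus 3 SD, cut at about 60% in these data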;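 further: 0% = DMSO-treated cells and 100% = gossypol-treated cells at 36 µM; higher means less SRC3-driven luciferase light from the GAL4 reporter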
Target sequence (Q9Y6Q9 whole entry, looked up, the tested form may be a part): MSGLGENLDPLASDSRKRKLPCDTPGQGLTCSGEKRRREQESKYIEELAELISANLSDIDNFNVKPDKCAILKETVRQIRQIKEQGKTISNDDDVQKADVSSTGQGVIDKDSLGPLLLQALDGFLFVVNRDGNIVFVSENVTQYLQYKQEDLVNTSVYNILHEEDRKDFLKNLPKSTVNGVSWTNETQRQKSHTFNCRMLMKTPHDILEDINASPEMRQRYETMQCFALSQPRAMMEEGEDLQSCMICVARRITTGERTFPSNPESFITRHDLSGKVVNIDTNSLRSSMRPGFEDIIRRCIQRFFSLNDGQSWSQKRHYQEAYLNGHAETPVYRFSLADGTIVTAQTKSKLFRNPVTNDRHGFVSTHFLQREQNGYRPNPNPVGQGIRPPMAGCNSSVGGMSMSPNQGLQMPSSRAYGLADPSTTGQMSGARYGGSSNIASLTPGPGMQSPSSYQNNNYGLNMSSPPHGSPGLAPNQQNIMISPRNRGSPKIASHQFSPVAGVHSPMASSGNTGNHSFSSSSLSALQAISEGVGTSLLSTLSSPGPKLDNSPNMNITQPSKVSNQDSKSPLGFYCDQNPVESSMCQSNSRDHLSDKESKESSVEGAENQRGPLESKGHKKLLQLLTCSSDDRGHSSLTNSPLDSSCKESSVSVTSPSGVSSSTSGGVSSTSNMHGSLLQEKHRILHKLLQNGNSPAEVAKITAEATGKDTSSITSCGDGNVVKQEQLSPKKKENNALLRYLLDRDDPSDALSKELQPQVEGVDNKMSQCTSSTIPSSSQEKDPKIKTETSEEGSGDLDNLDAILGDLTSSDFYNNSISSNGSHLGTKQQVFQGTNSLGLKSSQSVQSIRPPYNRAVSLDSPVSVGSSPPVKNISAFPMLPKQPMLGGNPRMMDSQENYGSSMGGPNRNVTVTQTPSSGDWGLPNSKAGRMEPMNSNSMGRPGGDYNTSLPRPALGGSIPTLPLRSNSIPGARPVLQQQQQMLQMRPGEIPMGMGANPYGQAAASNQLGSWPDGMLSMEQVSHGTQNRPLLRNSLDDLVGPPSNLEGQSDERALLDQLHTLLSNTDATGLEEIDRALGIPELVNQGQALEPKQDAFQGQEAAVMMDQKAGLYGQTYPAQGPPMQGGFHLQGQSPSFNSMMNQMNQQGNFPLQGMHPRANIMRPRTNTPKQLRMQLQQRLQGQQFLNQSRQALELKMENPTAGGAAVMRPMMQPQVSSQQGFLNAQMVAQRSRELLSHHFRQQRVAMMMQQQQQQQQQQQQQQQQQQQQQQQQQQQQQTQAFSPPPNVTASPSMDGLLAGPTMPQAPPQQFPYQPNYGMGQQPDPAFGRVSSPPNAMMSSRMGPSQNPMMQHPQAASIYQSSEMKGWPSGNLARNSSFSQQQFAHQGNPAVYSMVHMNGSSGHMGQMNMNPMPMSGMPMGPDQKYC
TROY NFkB inh: inhibitors of TROY-dependent NF-kB signaling | 360,000 compounds, 0.98% hits | AID 1347056 | Q293 LMP1-TROYcd NF-kB luciferase reporter, 4 h | inhibition, % at 10 µM;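 active means compounds whose plate-normalised and pattern-corrected inhibition of the luciferase reporter signal at the single screening dose is 50% or more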
C8 TRAIL sens: sensitizes caspase-8 expressing cells to TRAIL; NB7+C8 cells + TRAIL, ATPlite viability luminescence; inhibition (viability loss, TRAIL sensitization), % at 10 µM; 360,000 compounds, 1% hits; AID 624354;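 active means compounds causing at least 50% loss of cell viability in the single-dose screen, relative to plate controls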
Shn3 3UTR inh: reduces Shn3 3'UTR luciferase signal in osteoblasts; 360,000 compounds, 0.52% hits; Clone20 osteoblast Shn3 3'UTR firefly luciferase, 24 h; inhibition, % at 12.5 µM; AID 588674;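 active means mean inhibition of at least 75% with every replicate also reaching 75%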;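 further: 0% = median of neutral control wells and 100% = pilot-screen positive control compound; some compounds past the cut are filed as inactive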
NR2F2 inh: blocks human COUP-TFII nuclear receptor; P24468; HEK293T NGFI-A luciferase reporter, luminescence; inhibition, % at 8.6 µM; 370,000 compounds, 0.7% hits; AID 686940;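 active means inhibition above a per-plate cutoff, mean inhibition of test wells between control levels plus 3 SD, cut at about 38% in these data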;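 further: cells cotransfected with COUP-TFII expression vector driving the NGFI-A reporter; 0% = median of COUP-TF2 test wells and 100% = reporter-only cells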
TWEAK Fn14 block: inhibitors of TWEAK-Fn14 interaction signaling; 360,000 compounds, 2% hits; inhibition, % at 10 µM; TWEAK-stimulated Fn14 reporter cells, luciferase luminescence, 8 h; in the data active means inhibition above about 50%
CF NFkB block: inhibitors of cystic fibrosis induced NF-kB | KKLEB NF-kB-GFP reporter, PAF-induced, GFP fluorescence overnight | inhibition, % at 5 µM | 360,000 compounds, 0.86% hits | AID 588850;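 active means at least 50% inhibition at 5 µM, scaled per plate between neutral and stimulator controls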;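 further: PAF is a Pseudomonas aeruginosa culture filtrate used as stimulus; plate controls were PAF-stimulated DMSO wells for no effect and unstimulated DMSO wells for full effect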
Starred values were filed as active, the others as inactive; . = not tested or not shown; & = joins results of further samples. An excerpt; count on the stated rates, not on these rows.

SMILES | NR5A2 inv ag | SRC1 inh | KKLEB cytotox | LMP1 NFkB inh | NCOA3 inh | TROY NFkB inh | C8 TRAIL sens | Shn3 3UTR inh | NR2F2 inh | TWEAK Fn14 block | CF NFkB block
CCc1nc(-c2cc3ccc(C)cc3[nH]c2=O)no1 | -61 | -25 | -6 | -4 | -36 | -53 | 9 | -13 | -12 | -11 | 1
COCCNC(=S)Nc1cc2oc3ccccc3c2cc1OC | -10 | 6 | 21 | -8 | -6 | -31 | 8 | -9 | -25 | 9 | -14
Oc1c(C(c2ccc(F)cc2)N2CCc3ccccc3C2)sc2ncnn12 (stereo unspecified) | -17 | 16 | 6 | -8 | -30 | -8 | 9 | -7 | 3 | 5 | 5
CCOCCCNC(=O)C1(O)c2cc(Br)ccc2NC(=O)N1c1ccc(CC)cc1 (stereo unspecified) | -7 | 8 | 9 | 3 | -5 | 4 | -7 | -9 | -4 | 21 | 18
COc1ccc(Br)cc1CN(C)CC(=O)Nc1cc(Cl)ccc1Cl | 14 | 12 | -8 | -10 | 5 | 10 | 10 | 21 | -14 | -1 | 26
Fc1ccc(/C=N/n2c(C3CCCCC3)n[nH]c2=S)cc1 | 16 | -6 | 7 | 5 | -9 | 0 | -7 | -10 | -10 | -19 | 16
Cc1ccc2nc(-c3ccc(NS(C)(=O)=O)cc3)cc(-c3ccccc3)c2c1 | 47 | 5 | 26 | -9 | -11 | -17 | -1 | 27 | 7 | 19 | -4
CN1C/C(=C/c2ccncc2)C(=O)/C(=C/c2ccncc2)C1 | 1 | 9 | 7 | 4 | 6 | 9 | 12 | -2 | -9 | 8 | -2
CCn1cnc2cc(NCc3ccc(OC)cc3)ccc21 | -68 | -41 | 16 | -21 | -40 | 12 | 6 | -39 | -9 | 17 | 2
COc1ccccc1NC(=O)Nc1nnc(C(C)c2ccccc2)s1 (stereo unspecified) | 0 | 8 | 5 | -3 | -2 | -37 | 1 | -24 | 5 | -35 | 5
CCOc1ccc(CCNC(=O)Cn2ncn3nc(-c4ccc(OC)cc4)cc3c2=O)cc1 | -36 | 0 | -3 | -43 | -12 | -14 | 14 | -6 | 0 | -20 | -15
Cc1ccc(NC(=O)c2ccc(=O)n(CC(=O)Nc3c(C)cc(C)cc3C)n2)cc1 | 1 | 6 | 21 | 3 | -2 | 9 | -7 | 2 | 1 | 5 | -7

Sorted by value in TWEAK Fn14 block (descending): 3 of the compounds above
compound	TWEAK Fn14 block
COCCNC(=S)Nc1cc2oc3ccccc3c2cc1OC	9
CN1C/C(=C/c2ccncc2)C(=O)/C(=C/c2ccncc2)C1	8
Cc1ccc(NC(=O)c2ccc(=O)n(CC(=O)Nc3c(C)cc(C)cc3C)n2)cc1	5

(cont.)
SMILES | NR5A2 inv ag | SRC1 inh | KKLEB cytotox | LMP1 NFkB inh | NCOA3 inh | TROY NFkB inh | C8 TRAIL sens | Shn3 3UTR inh | NR2F2 inh | TWEAK Fn14 block | CF NFkB block
c1ccc(-c2cn(C[C@H]3CC[C@H](Cn4cc(-c5ccccn5)nn4)O3)nn2)nc1 | 7 | 7 | 12 | 5 | 13 | -9 | 8 | -36 | 4 | -11 | 16
Cc1cc(Cl)ccc1NC(=S)NCc1ccc(F)cc1 | -3 | 0 | -5 | -4 | -19 | 18 | -3 | 7 | -7 | 8 | 0
CC(C)(C(=O)N1CCC1(C)C(=O)NS(=O)(=O)c1ccc(Cl)s1)c1ccccc1 (stereo unspecified) | 3 | -10 | -6 | . | -31 | -6 | -8 | -11 | -8 | -10 | 14
O=C(Nc1ccc(-c2cnco2)cc1)c1ccc(Cl)cc1 | -26 | -46 | 3 | . | -48 | -57 | 1 | -48 | -10 | -34 | -11
CC(C)C[C@H]1COc2cc(N3CC[C@H](O)C3)ccc2S(=O)(=O)N1 | 15 | . | . | . | . | -2 | 1 | . | 4 | 12 | .
Cc1csc(C2=C(O)CN(c3ccc4c(c3)OCCOCCOCCOCCO4)C2=N)n1 | -6 | -7 | -5 | -16 | -1 | -10 | 49 | 5 | -1 | 0 | -3
O=C(O)CN1CCNCCN(CC(=O)O)CCNCC1 | -23 | 7 | -2 | 2 | -12 | 2 | -20 | -7 | -4 | 21 | 22
Cc1ccccc1NC(=O)COC(=O)c1ccc2c(c1)C(=O)N(CCCN1CCOCC1)C2=O | 1 | 2 | 2 | 2 | -3 | 10 | -1 | -4 | -11 | -17 | -6
Cc1ccc(S(=O)(=O)N2CCN(C(=O)CC3CCCC3)CC2)cc1 | 7 | -13 | 3 | 6 | 15 | -14 | 35 | -3 | 0 | 3 | -8
COc1ccc(C)cc1NC(=O)CN1C(=O)C(=O)N(C2CCCC2)C1=O | 2 | -1 | 17 | -2 | 13 | 2 | -5 | -17 | -11 | 2 | -13
C[C@H](CO)N1C[C@H](C)[C@H](CN(C)S(=O)(=O)c2cccc(F)c2)Oc2cc(Br)ccc2S1(=O)=O | -25 | -4 | 6 | 2 | -14 | -4 | -12 | -3 | -18 | -7 | 16
CN(C)c1nnnn1-c1ccc(Cl)cc1 | 22 | -1 | 5 | 2 | 11 | 16 | 4 | -19 | 22 | 1 | -2
Cc1ccc(C2=NN(S(=O)(=O)c3ccccc3)C(c3ccccc3O)C2)cc1 (stereo unspecified) | -32 | -18 | 12 | 1 | -18 | 7 | 2 | -12 | -10 | 10 | 13
CC1(C)C[C@@H](O)CC2(C1)C[C@]1(C)CC(O)[C@H]2C(C)(C)C1 (stereo partly specified) | 21 | 9 | 6 | . | 23 | 23 | 4 | 10 | 12 | 0 | -14
CC(=O)Oc1cccc(NC(=O)c2cccc(C(=O)Nc3cccc(OC(C)=O)c3)c2)c1 | -1 | 15 | -6 | 4 | -2 | 5 | 4 | 10 | -21 | -6 | -12
CC(OC(=O)CCN=C1NS(=O)(=O)c2ccccc21)C(=O)Nc1ccc(F)cc1 (stereo unspecified) | -5 | -9 | 9 | -4 | -26 | 5 | -12 | 19 | -19 | -3 | -6
O=C(N/N=C/C(Cl)=C\c1ccccc1)c1cnccn1 | -39 | -32 | -4 | -5 | -12 | -52 | 24 | -29 | -22 | -3 | -20
CC#CCOCC1CNC(=O)O1 (stereo unspecified) | -16 | -8 | -15 | 3 | -32 | 2 | 12 | 2 | -7 | -6 | 13
CC1=NN(C(=S)Nc2ccccc2)C(c2ccccc2)C1 (stereo unspecified) | 0 | -3 | -14 | -11 | 12 | -20 | 5 | -14 | -19 | -12 | 6
C=CCc1c(Cl)nc(C)nc1NCc1ccccc1 | 2 | 2 | -13 | 2 | 6 | 16 | 15 | 50 | 13 | 20 | 28
N#C/C(=C/c1ccc(Sc2nc3ccccc3[nH]2)o1)c1cccc(F)c1 | 8 | 16 | -21 | 11 | -6 | 55* | 5 | 30 | 20 | 10 | 7
Cc1ccc(C)c(NC2=NCC(=O)N2c2ccc3c(c2)OCCO3)c1 | -19 | -22 | -3 | -9 | -26 | 19 | -28 | -20 | 5 | -12 | 4
COCOCCn1cc(CN2CCS(=O)(=O)N(Cc3ccc(-c4ccncc4)cc3)C(CC(C)C)C2=O)nn1 (stereo unspecified) | 13 | -15 | 0 | -7 | 8 | -15 | 14 | -1 | -17 | -1 | -6
Cc1ccc(CCN2CCN=C2N(C)C)cc1 | -24 | -10 | -24 | 0 | -18 | -19 | -12 | 1 | 17 | 10 | -5
Oc1ccccc1-c1nc2c3ccccc3c3ccccc3c2[nH]1 | 20 | -46 | 9 | -33 | -6 | 0 | 3 | 0 | -4 | -4 | -10
COc1cccc(C(=O)Nc2cccc(-c3ccccc3)c2)c1 | -4 | -51 | 7 | -6 | -12 | -24 | 16 | -13 | -6 | -24 | 2
CC(C)(C)NC(=O)C(c1ccc(-c2ccccc2)cc1)N(C[C@H]1CC[C@@H]([C@@H]2CC[C@H](CO)O2)O1)C(=O)c1ccccc1F (stereo partly specified) | -8 | -2 | 8 | 20 | -2 | -3 | 6 | -24 | . | -14 | -19
N#CCSc1nc2c(cc1C#N)CCCCCC2 | -5 | -1 | -2 | -16 | -4 | -18 | -1 | 22 | -23 | -1 | 8
CC1CCCC(C)N1C(=O)c1ccccc1Nc1ccc(SC(F)F)cc1 (stereo unspecified) | 11 | -1 | 9 | 6 | 2 | 20 | 7 | 28 | -1 | 9 | -7
Cc1cc(=O)oc2c3c(cc(OCC(=O)NCCC(=O)O)c12)OC(C)(C)CC3 | 0 | 5 | 4 | -5 | 0 | -3 | 7 | -8 | 7 | 5 | -9
CCOC(=O)N1CCC(N2CCN(c3ccccc3)CC2)CC1 | 6 | -9 | 7 | 15 | -3 | -5 | -15 | 15 | 4 | -17 | -3
Cc1ccc(NC(=S)N/C(=N/S(=O)(=O)c2ccccc2)c2ccccc2)cc1 | -132&-97 | -84&-93 | 6&8 | -31&-37 | -102&-88 | -28&-2 | 0&-14 | -32&-11 | -21&-51 | -18&-24 | 0&-16
CNCCOc1ccccc1-c1ccccc1 | 6 | 7 | -12 | -5 | -4 | 3 | -8 | -1 | 5 | 3 | 8
CCOC(=O)N1CCC(N2C(=O)c3ccccc3C2Nc2cc(C)cc(C)c2)CC1 (stereo unspecified) | 0 | -22 | -11 | 0 | 10 | -6 | -5 | -3 | 1 | 4 | 21
C=CC(COCc1ccccc1)N(CC(=O)OC)S(=O)(=O)c1cc(Br)ccc1OC (stereo unspecified) | 3 | 2 | -14 | 5 | 4 | -5 | 3 | 14 | 2 | 5 | 22
CC1(C)CC=CC(COC(=O)c2ccccc2C(=O)O)C1 (stereo unspecified) | -81 | -55 | 12 | -10 | -38 | -30 | -5 | -45 | -21 | 96* | -20
Cn1nc(C(C)(C)C)cc1N1C(=O)CCC1(C)C(=O)NCc1ccccc1 (stereo unspecified) | 11 | 13 | 11 | . | 17 | -9 | 1 | -45 | 6 | -6 | -14
CC(=O)NC1CC2CCCC(C1)N2C(=O)Nc1cccc(C(C)=O)c1 (stereo unspecified) | -4 | 8 | 5 | 1 | -7 | 20 | -3 | 30 | 1 | -9 | -3
Cc1cccc(N2CCN(C(=O)CCS(=O)(=O)c3ccc4c(c3)oc(=O)n4C)CC2)c1C | 0 | 3 | 7 | -1 | 1 | -3 | -3 | 8 | 13 | 17 | 16
CC1CCCC(NC(=O)c2nn(C)c3c2CS(=O)(=O)c2ccccc2-3)C1C (stereo unspecified) | -18 | 8 | 4 | -1 | 16 | -26 | 8 | 2 | 2 | 15 | -1
O=C(NNc1c2ccccc2nc2ccccc12)c1ccc(O)cc1 | -41 | -30 | -7 | -16 | -23 | -21 | 8 | 16 | 3 | -86 | -100
Cc1cc2cc3c(cc2nc1SCC(=O)O)CCC3 | 12 | -24 | 9 | -3 | 14 | 27 | -3 | -58 | 15 | -9 | -5
C/C=C/C(=O)N1CC2(CC(c3cccc(NC(=O)CC)c3)=NO2)C[C@H]1C(N)=O (stereo partly specified) | 10 | -1 | 3 | -3 | 5 | -11 | -10 | 16 | -5 | 3 | 20

A few values from the entries so far:
Reading for Cc1cc2cc3c(cc2nc1SCC(=O)O)CCC3 in NCOA3 inh: 14
Reading for Cn1nc(C(C)(C)C)cc1N1C(=O)CCC1(C)C(=O)NCc1ccccc1 (stereo unspecified) in KKLEB cytotox: 11
Reading for Cc1cccc(N2CCN(C(=O)CCS(=O)(=O)c3ccc4c(c3)oc(=O)n4C)CC2)c1C in Shn3 3UTR inh: 8
